IL1B secr inh = inhibitors of inflammasome signaling (IL-1 beta secretion) | THP-1 LPS/ATP IL-1B secretion, AlphaLISA, 16 h; stronger effect = lower value | 4.7% of 360,000 active | activity change, % at 57.5 µM | AID 743279; in the data active = activity change below about -50%; inconclusive = mostly about -30% to -49%; also: % is scaled to controls: 0 for no effect and ±100 for the full control effect
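THP-1 cells pretreated 1 hr with compounds (up to 57.5 uM final), then stimulated with LPS (250 ng/mL final) plus ATP (1.25 mM final); secreted IL-1B measured by AlphaLISA after 16 hr, decreased signal indicating inhibition.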
KB-3-1 cytotox = KB-3-1 parental cell cytotoxicity; AID 1347075; 1.4% of 400,000 active; KB-3-1 viability, CellTiter-Glo ATP luminescence, 72 h; Potency, µM (doses to about 46.1 µM), for inactives: at the highest dose activity change, negative = cytotoxic, usual class: cytotoxic; also: potency is read from the fitted curve at half-maximal effect; % is scaled to controls: 0 for no effect and ±100 for the full control effect; nearly all actives have a fitted effect of over 60% in size
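KB-3-1 cells, DMEM (no phenol red) + 10% FBS; compound by pin transfer, 72 h, 37 °C. Readout: CellTiter-Glo luminescence after 10 min. Data normalized, curve-fitted.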
HT1080NT lethal = kills 2HG-producing HT-1080-NT fibrosarcoma cells; HT-1080-NT fibrosarcoma viability, CellTiter-Glo ATP luminescence, 48 h; Potency, µM (highest dose often 46.1 µM), inactives show at the highest dose activity, negative = less viability, actives largely listed as cytotoxic; 1.6% of 360,000 active;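 also: NT is the 2HG producing partner of a matched IDH1 knockdown line; potency is read from the fitted curve at half-maximal effect; 0% = DMSO-treated cells and -100% = media-only wells without cells; nearly all actives have a fitted effect of over 55% in size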
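HT-1080-NT; 750 cells/well; 5% FBS RPMI; 48 h compound, 37 degrees C; CellTiter-Glo luminescence; curve fitting and curve-class assignment.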
WRN helicase inh = blocks human WRN helicase; Q14191; WRN helicase unwinding, fluorescent forked duplex, kinetic; Potency, µM (highest dose often 114 µM), inactives show top-dose activity change, negative = inhibition, usual class: inhibitors; 0.46% of 360,000 active; AID 651768; also: potency is read from the fitted curve at half-maximal effect; % is scaled to controls: 0 for no effect and ±100 for the full control effect; nearly all actives have a fitted effect of over 55% in size
Target sequence (Q14191 whole entry, looked up): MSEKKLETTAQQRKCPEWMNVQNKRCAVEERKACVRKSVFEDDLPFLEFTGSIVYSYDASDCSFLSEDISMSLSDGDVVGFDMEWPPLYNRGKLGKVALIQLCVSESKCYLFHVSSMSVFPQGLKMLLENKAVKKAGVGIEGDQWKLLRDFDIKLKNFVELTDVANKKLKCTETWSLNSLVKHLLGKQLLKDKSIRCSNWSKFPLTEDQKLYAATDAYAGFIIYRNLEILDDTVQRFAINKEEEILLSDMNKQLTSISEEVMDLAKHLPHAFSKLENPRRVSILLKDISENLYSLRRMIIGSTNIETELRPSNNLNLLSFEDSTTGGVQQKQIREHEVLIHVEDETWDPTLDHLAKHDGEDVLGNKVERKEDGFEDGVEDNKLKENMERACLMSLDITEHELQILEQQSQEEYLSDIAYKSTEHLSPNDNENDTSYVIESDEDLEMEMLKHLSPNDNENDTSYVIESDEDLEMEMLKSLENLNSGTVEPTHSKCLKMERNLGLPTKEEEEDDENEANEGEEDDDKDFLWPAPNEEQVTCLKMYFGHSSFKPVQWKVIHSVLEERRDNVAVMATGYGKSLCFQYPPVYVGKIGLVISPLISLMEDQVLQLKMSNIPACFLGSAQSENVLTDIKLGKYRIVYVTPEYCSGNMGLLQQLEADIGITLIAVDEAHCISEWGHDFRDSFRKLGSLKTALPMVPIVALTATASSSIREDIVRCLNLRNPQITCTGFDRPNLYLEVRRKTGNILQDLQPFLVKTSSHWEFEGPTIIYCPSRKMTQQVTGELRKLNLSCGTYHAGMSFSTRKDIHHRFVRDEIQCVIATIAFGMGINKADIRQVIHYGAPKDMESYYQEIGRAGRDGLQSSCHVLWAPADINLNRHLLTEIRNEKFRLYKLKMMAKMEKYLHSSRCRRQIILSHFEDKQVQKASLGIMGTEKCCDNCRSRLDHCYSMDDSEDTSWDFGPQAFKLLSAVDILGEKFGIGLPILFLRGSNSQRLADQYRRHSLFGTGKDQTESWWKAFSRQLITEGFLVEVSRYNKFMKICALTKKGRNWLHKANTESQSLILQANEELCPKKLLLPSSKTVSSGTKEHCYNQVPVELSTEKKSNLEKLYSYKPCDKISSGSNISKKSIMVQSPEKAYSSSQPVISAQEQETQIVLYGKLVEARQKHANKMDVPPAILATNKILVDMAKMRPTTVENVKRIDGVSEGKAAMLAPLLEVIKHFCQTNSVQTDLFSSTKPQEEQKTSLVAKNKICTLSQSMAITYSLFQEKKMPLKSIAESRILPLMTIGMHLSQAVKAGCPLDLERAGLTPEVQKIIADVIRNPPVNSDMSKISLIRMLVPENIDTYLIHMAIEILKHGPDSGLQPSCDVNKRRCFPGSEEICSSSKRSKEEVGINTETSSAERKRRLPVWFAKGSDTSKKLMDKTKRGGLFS
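Enzyme (20 nM final) and test compound sit together 15 min at room temperature before substrate addition. Substrate is a single-forked duplex oligonucleotide (100 nM) labelled with fluorophore and quencher, with 2 mM ATP; helicase unwinding raises red fluorescence, read kinetically.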
ATXN2 expr inh = inhibitors of ATXN2 expression; HEK-293 ATXN2-luciferase reporter, luminescence, 24 h; Potency, µM (doses to about 57 µM), for inactives: at the top dose activity change, negative = inhibition, actives largely listed as inhibitors; 0.72% of 360,000 active; AID 1745845; also: potency is read from the fitted curve at half-maximal effect; % is scaled to controls: 0 for no effect and ±100 for the full control effect; nearly all actives have a fitted effect of over 55% in size
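qHTS (up to 57 uM final) was run with 24 h compound exposure of reporter cells at 37 °C. Each well was multiplexed: SteadyGlo luminescence measured ATXN2-luciferase expression after a fluorogenic Gly-Phe-AFC viability readout (25 uM final).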
MCF10A rereplic = DNA re-replication induction in MCF 10a cells | AID 624296 | Potency, µM (series often up to 46.1 µM), without a hit: top-dose activity, positive = re-replication, actives largely listed as activators | 2.9% of 350,000 active | MCF 10A DNA re-replication, Hoechst nuclear intensity, 48 h; also: potency is read from the fitted curve at half-maximal effect; % of control where 0% means no effect; nearly all actives have a fitted effect of over 50% in size
HT1080 IDH1KD tx = kills HT-1080 cells with IDH1 knockdown | AID 686971 | 2% of 360,000 active | HT-1080 IDH1 knockdown viability, ATP luminescence, 48 h | Potency, µM (series often up to 46.1 µM), without a hit: at the highest dose activity, negative = toxicity, most hits filed as cytotoxic;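 also: potency is read from the fitted curve at half-maximal effect; 0% = DMSO wells and -100% = cell-free medium wells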
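Luminescent ATP read-out (CellTiter-Glo, 10 min at room temperature) after 48 h compound exposure at 37 °C gave viability of IDH1-knockdown HT-1080 cells. Activity was normalised to DMSO and cell-free wells, then fitted as concentration-response curves.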
SW480 rerep = induces DNA re-replication in SW480 colon adenocarcinoma cells. 1.8% of 340,000 active. SW480 DNA re-replication, Hoechst DNA content imaging, 48 h. AID 624297. Potency, µM (top dose mostly 46.1 µM), for the others: top-dose re-replication activation, usual class: activators; also: potency is read from the fitted curve at half-maximal effect; % of control where 0% means no effect; nearly all actives have a fitted effect of over 55% in size
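Image-based read-out: total Hoechst fluorescence of nuclei (405 nm excitation, 500-530 nm emission), with hits raising the fraction of high-intensity nuclei. SW480 colon cells incubated 48 hr with compounds at 37 C.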
KB-V1 MDR tox = kills drug-selected multidrug resistant KB-V1 cells; KB-V1 MDR cells viability, CellTiter-Glo, 72 h; Potency, µM (titrated, usually from 46.1 µM), inactives show at the top dose activity change, negative = cytotoxicity, most hits filed as cytotoxic; 3.4% of 400,000 active; AID 1347076; also: potency is read from the fitted curve at half-maximal effect; % is scaled to controls: 0 for no effect and ±100 for the full control effect; nearly all actives have a fitted effect of over 60% in size
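Luminescent ATP read-out (CellTiter-Glo, 10 min) measures survival of drug-selected KB-V1 MDR cells after 72 h, 37 degrees C compound exposure. Medium: phenol-red-free DMEM, 10% FBS. Values from fitted concentration-response curves.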
The depositor's hits bear a star; ? = inconclusive; / = not tested or not shown; [ ] = remark or other dose. Unless noted, calls follow the shape of the dose curve; as a rule, active = well fitted curve in the direction sought with a large enough effect; inconclusive = small, poorly fitted or top-dose-only effect, or another doubt; inactive = no such curve, though single readings can be large; an effect the other way counts as inactive or inconclusive.

SMILES	IL1B secr inh	KB-3-1 cytotox	HT1080NT lethal	WRN helicase inh	ATXN2 expr inh	MCF10A rereplic	HT1080 IDH1KD tx	SW480 rerep	KB-V1 MDR tox
O=[N+]([O-])c1cccc(/C=N/Nc2nc(NCc3ccccc3)nc(N3CCOCC3)n2)c1O	179.6	-13.6%	?	-19.1%	?	?	?	-244.7%[1.84 µM]	15.5%
N#Cc1cccc(Oc2ccc(S(=O)(=O)N3CCCC3)cn2)c1	2.2	7.0%	6.6%	-0.4%	-1.6%	1.1%	7.8%	-3.7%	3.4%
Cn1nnnc1NCc1c(F)cccc1Cl	10.4	-2.4%	3.0%	-5.8%	-7.8%	-6.3%	0.0%	15.2%	2.2%
O=C(Cc1cccs1)N1CCN(S(=O)(=O)c2ccccc2)CC1	-10.4	-0.1%	-2.9%	-17.2%	1.8%	0.5%	1.4%	-1.1%	2.1%
CCOC(=O)c1ccc(Nc2nnc(C(C)(C)C)c(=O)[nH]2)cc1	-91.0*	?	-23.9%	-2.2%	5.7%	?	?	?	?
CN(C(=O)COC(=O)c1ccc(Cl)c(S(=O)(=O)NCc2ccccc2)c1)C1CCS(=O)(=O)C1 (configuration not stated)	11.4	1.1%	0.9%	6.2%	12.1%	6.0%	9.9%	-4.8%	6.5%
COCCn1c(C(=O)N2CCCC2)cc2c1C[C@H]1CN(C(=O)c3ccccc3)[C@@](Cc3ccc(F)cc3)(C(=O)OC)[C@@H]21	-16.7	-0.2%	-7.0%	6.6%	-21.6%	0.5%	-0.2%	-22.8%	-24.8%
Cc1nc(-c2ccccn2)nc(SCC(=O)N2CCOCC2)c1Cl	0.0	-9.1%	0.7%	4.6%	/	-1.6%	0.1%	0.3%	2.2%
O=C(CN1CCOCC1)Nc1ncc(Cc2cccc(Cl)c2Cl)s1	7.1	-13.1%	-0.6%	-2.7%	0.2%	?	-9.1%	-4.4%	0.0%
CN(c1ccc(C(=O)NCC2CCCO2)cc1)S(=O)(=O)c1ccccc1 (configuration not stated)	40.0	4.3%	-3.5%	6.6%	-2.4%	5.3%	-3.4%	11.8%	-21.7%
Cc1cc(NC(=O)Cn2c(=O)n(Cc3ccccc3)c(=O)c3ccccc32)no1	-27.1	0.6%	-0.5%	-3.2%	-14.2%	12.1%	3.7%	8.0%	7.31µM*
CCOC(=O)CNC(=O)c1sc(NC(=O)c2cccc(F)c2)nc1C	-27.9	1.0%	-5.9%	-3.2%	8.3%	21.5%	-21.3%	2.0%	-8.8%

Record cards (already shown):
CCOC(=O)c1ccc(Nc2nnc(C(C)(C)C)c(=O)[nH]2)cc1 is listed with IL1B secr inh = -91.0*; KB-3-1 cytotox = ?; HT1080NT lethal = -23.9%; WRN helicase inh = -2.2%; ATXN2 expr inh = 5.7%; MCF10A rereplic = ?; HT1080 IDH1KD tx = ?; SW480 rerep = ?; KB-V1 MDR tox = ?
CN(C(=O)COC(=O)c1ccc(Cl)c(S(=O)(=O)NCc2ccccc2)c1)C1CCS(=O)(=O)C1 (configuration not stated) is listed with IL1B secr inh = 11.4; KB-3-1 cytotox = 1.1%; HT1080NT lethal = 0.9%; WRN helicase inh = 6.2%; ATXN2 expr inh = 12.1%; MCF10A rereplic = 6.0%; HT1080 IDH1KD tx = 9.9%; SW480 rerep = -4.8%; KB-V1 MDR tox = 6.5%

(list continues)
SMILES	IL1B secr inh	KB-3-1 cytotox	HT1080NT lethal	WRN helicase inh	ATXN2 expr inh	MCF10A rereplic	HT1080 IDH1KD tx	SW480 rerep	KB-V1 MDR tox
CCOCCCNC(=O)C(=O)NCCCOCC	10.9	0.6%	26.3%	5.4%	-17.1%	-0.3%	9.2%	0.2%	2.5%
Cc1ccc(-n2c(Cn3ncc4ccccc4c3=O)n[nH]c2=S)cc1	0.0	-1.7%	0.4%	-1.7%	/	2.8%	2.1%	-2.6%	-4.1%
O=C(NCCc1ccccc1)c1ccc(CS(=O)Cc2cccc(Cl)c2)o1 (configuration not stated)	-15.6	-6.9%	-2.9%	-1.9%	1.0%	-1.5%	-3.2%	-0.9%	-7.1%
CCOCCCNCc1ccc(OCc2ccccc2Cl)cc1	7.9	?	?	-23.6%	-12.8%	?	?	?	?
CC(=O)N/C(N)=N/c1nc2cc(C)ccc2o1	-2.7	4.6%	2.3%	3.3%	/	1.6%	7.5%	4.3%	11.0%
Cc1ccc(-n2cc(CNC(C)c3cnn(C)c3)c(-c3ccc(F)cc3)n2)cc1 (configuration not stated)	-1.3	-2.6%	-1.8%	4.0%	/	7.0%	-24.5%	?	-20.1%
Cc1sc(N2C(=O)C3C4C=CC(C4)C3C2=O)c(C#N)c1C (configuration not stated)	-6.4	3.6%	13.7%	1.7%	8.2%	0.9%	16.4%	0.2%	?
O=C1CC(N2CCN(c3ccc(F)cc3)CC2)C(=O)N1c1ccc(F)cc1 (configuration not stated)	31.0	19.5%	10.1%	-0.5%	-4.0%	1.0%	-0.5%	-22.1%	-3.7%
C#CCOCCOCCOCCNc1nc(N2CCN(C(=O)[C@H](CCC(=O)O)n3cc([C@@H](N)CO)nn3)CC2)nc(N2CCN(C(=O)[C@H](CCC(=O)O)n3cc([C@@H](N)CCSC)nn3)CC2)n1	19.4	0.0%	-2.7%	0.4%	-2.5%	?	4.2%	-18.3%	-0.7%
Cc1ccc2[nH]c3c(=O)n(CCC4=CCCCC4)cnc3c2c1	20.9	1.6%	16.3%	14.1%	1.6%	-5.3%	18.7%	-7.7%	0.6%
O=C(COC(=O)CC1CC2CCC1C2)NCc1ccc(F)cc1 (configuration not stated)	10.0	1.6%	0.0%	-1.7%	-15.2%	-0.4%	8.9%	-7.5%	20.7%
Cc1ccc(N(CC(O)CN2CCCCC2)S(=O)(=O)c2ccccc2[N+](=O)[O-])cc1 (configuration not stated)	?	-1.2%	-19.8%	-2.0%	-7.8%	?	11.2%	-3.8%	-7.5%
Cn1ncc([N+](=O)[O-])c1C(=O)Nc1nccs1	-0.2	4.6%	18.9%	1.8%	-1.9%	-4.2%	10.4%	-3.9%	17.6%
COc1ccc2[nH]c3c(c2c1)CCN1C(=O)C(CC(=O)NC(C)(C)C)C[C@H](C(=O)N(C(C)C)C(C)C)[C@@]31C (some centres not stated)	-10.6	0.0%	1.5%	-1.3%	-2.5%	-1.6%	-4.7%	0.7%	-1.3%
CN(C)C(=O)C1CCC(=O)N1Cc1cccs1 (configuration not stated)	5.9	1.0%	10.6%	-2.7%	/	-1.6%	12.7%	-65.1%[inhibitor]	10.9%
CCOC(=O)NC(=O)c1cn(Nc2ccccc2)c(=O)[nH]c1=O	-2.0	13.9%	9.8%	4.7%	-20.5%	-0.3%	5.9%	-16.6%	20.8%
O=NN(CC(=O)NNc1ccccc1)CC(=O)NNc1ccccc1	-4.0	-2.9%	?	2.7%	?	/	?	/	-0.7%
CCc1ccc(/C=C2/SC(=S)N(CCC(=O)Nc3cccc(C(=O)O)c3)C2=O)cc1	14.3	-14.9%	9.0%	-7.2%	6.9%	23.4%	13.3%	-1.1%	?
O=C(Nc1ccc(Oc2ccccc2)cc1)c1ccc2sc([C@H]3C[C@H](O)[C@@H](CO)O3)nc2c1	62.6	-24.1%	7.31µM*	3.7%	?	/	2.59µM*	/	-21.8%
Cc1ccc(NS(=O)(=O)c2ccc(C(=O)OCC(=O)Nc3cc(C)on3)cc2)cc1	15.3	-1.0%	5.2%	-2.6%	/	6.3%	2.6%	8.5%	11.2%
Cc1ccc(-c2nnc(C)c(N3CC(C)OC(C)C3)n2)cc1 (configuration not stated)	-27.1	2.3%	20.4%	0.7%	-4.3%	-0.5%	9.4%	-1.7%	-10.0%
O=C(NNS(=O)(=O)c1ccc(Cl)cc1)c1cccc(S(=O)(=O)N2CCOCC2)c1	-0.9	-1.4%	0.0%	-3.3%	/	-1.2%	8.1%	-3.0%	0.3%
COc1cc(OC)cc(C(=O)NCC(=O)N2CCCCC2)c1	18.9	-2.3%	-2.7%	-16.8%	-14.8%	1.3%	0.9%	-12.6%	-8.5%
COc1ccc(Cl)c2sc(N(CCN(C)C)C(=O)CCS(=O)(=O)c3ccc(C)cc3)nc12	-15.0	-1.3%	?	-4.0%	-29.9%	?	-18.6%	-17.5%	0.0%
Cc1ccc(N2CC(C(=O)N3CCC(C(=O)Nc4nncs4)CC3)CC2=O)cc1 (configuration not stated)	15.6	-23.9%	6.3%	4.4%	5.7%	-1.5%	-0.4%	-1.5%	14.6%
CCC(C)(C)n1nnnc1C(c1ccc(C)cc1)N(Cc1ccco1)Cc1cccs1 (configuration not stated)	5.9	?	-12.0%	-5.8%	?	?	?	11.1%[9.22 µM]	11.2µM*
O=c1[nH]c2ccccc2nc1N1CCOCC1	-22.3	1.5%	?	8.7%	5.0%	-3.8%	12.4%	-5.0%	12.4%
CC(C)(CNC(=O)c1ccc(S(=O)(=O)Nc2ccc(Cl)cc2)cc1)N1CCOCC1	46.6	?	-12.5%	-0.1%	-30.1%	?	-12.4%	0.6%	-34.6%

Structures above containing a tert-butyl group (2):
SMILES	IL1B secr inh	KB-3-1 cytotox	HT1080NT lethal	WRN helicase inh	ATXN2 expr inh	MCF10A rereplic	HT1080 IDH1KD tx	SW480 rerep	KB-V1 MDR tox
CCOC(=O)c1ccc(Nc2nnc(C(C)(C)C)c(=O)[nH]2)cc1	-91.0*	?	-23.9%	-2.2%	5.7%	?	?	?	?
COc1ccc2[nH]c3c(c2c1)CCN1C(=O)C(CC(=O)NC(C)(C)C)C[C@H](C(=O)N(C(C)C)C(C)C)[C@@]31C (some centres not stated)	-10.6	0.0%	1.5%	-1.3%	-2.5%	-1.6%	-4.7%	0.7%	-1.3%

Screening data: PubChem, National Center for Advancing Translational Sciences (NCATS)
